Pf growth 96h: Primary qHTS for delayed death inhibitors of the malarial parasite plastid, 96 hour incubation. 320,000 compounds, 6.9% hits. P. falciparum luciferase reporter growth, 96 h. Potency, µM (highest dose often 28.7 µM), for inactives: at the top dose activity change, negative = inhibition, hits mostly inhibitors
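Plates of compound plus infected erythrocytes (2% hematocrit, 0.05% parasitemia final) incubate 96 hours, 37 C, 5% CO2. Detection reagent added; reduced luminescence from the parasites' luciferase reporter flags inhibition.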
LmPK inh: qHTS Assay for Inhibitors of Leishmania Mexicana Pyruvate Kinase (LmPK) | Potency, µM (highest dose often 57.5 µM), inactives show at the highest dose activity change, negative = inhibition, actives largely listed as inhibitors | 290,000 compounds, 0.37% hits | purified LmPK, Kinase-Glo ATP luminescence, 1 h
Target sequence (Q27686 whole entry, looked up): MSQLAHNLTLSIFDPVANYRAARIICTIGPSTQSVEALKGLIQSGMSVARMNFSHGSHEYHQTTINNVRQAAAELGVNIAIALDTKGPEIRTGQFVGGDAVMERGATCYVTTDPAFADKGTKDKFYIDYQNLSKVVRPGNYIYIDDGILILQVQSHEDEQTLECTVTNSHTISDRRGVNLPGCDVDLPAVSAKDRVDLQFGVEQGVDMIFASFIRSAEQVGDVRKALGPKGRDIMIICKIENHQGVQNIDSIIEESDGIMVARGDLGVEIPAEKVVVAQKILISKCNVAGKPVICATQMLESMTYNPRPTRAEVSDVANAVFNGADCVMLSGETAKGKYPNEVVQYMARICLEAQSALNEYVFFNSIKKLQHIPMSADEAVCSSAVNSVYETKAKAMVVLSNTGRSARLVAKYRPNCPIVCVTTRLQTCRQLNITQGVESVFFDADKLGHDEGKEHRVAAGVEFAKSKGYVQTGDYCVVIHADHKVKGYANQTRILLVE
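Purified LmPK (0.1 nM) converted ADP (0.1 mM) to ATP with PEP (0.5 mM) in imidazole buffer pH 7.2 with KCl and MgCl2, 1 h at room temperature. ATP was read by Kinase-Glo luminescence; data normalized to uninhibited and no-enzyme controls.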
Pf growth 48h: Primary qHTS for delayed death inhibitors of the malarial parasite plastid, 48 hour incubation | P. falciparum luciferase growth in erythrocytes, 48 h | Potency, µM (titrated, usually from 28.7 µM), for inactives: top-dose activity change, negative = inhibition, most hits filed as inhibitors | 310,000 compounds, 5.9% hits
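Here the parasites carry a stable luciferase gene and grow inside erythrocytes in Albumax-based RPMI medium with compound for one erythrocytic cycle. Activity is scored as loss of luminescent signal.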
Tb PYK inh: qHTS of Trypanosoma Brucei Inhibitors; pyruvate kinase (Trypanosoma brucei), Q57TT1; TbPYK enzyme, Kinase-Glo Plus ATP luminescence, 45 min; Potency, µM (titrated, usually from 76.8 µM), inactives show at the top dose activity, negative = inhibition, hits mostly inhibitors; 410,000 compounds, 0.12% hits; further: nearly all actives have a fitted effect of over 50% in size
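Luminescence from Kinase-Glo Plus, added after a 45-minute room-temperature reaction, served as the end-point read-out. The enzyme and substrate were preincubated with compound before ADP (130 uM final) initiated turnover. Concentration-effect curves came from normalized qHTS data.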
Sm TGR block: qHTS Assay for the Inhibitors of Schistosoma Mansoni Peroxiredoxins. Schistosoma mansoni thioredoxin glutathione reductase (TGR), Q962Y6. purified TGR, DTNB reduction, TNB absorbance 405 nm. Potency, µM (series often up to 114 µM), for inactives: at the top dose activity change, negative = inhibition, hits mostly inhibitors. 360,000 compounds, 3% hits. AID 485364, 2010; further: nearly all actives have a fitted effect of over 60% in size
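Kinetic colorimetric format: TGR-catalysed, NADPH-driven DTNB reduction monitored via TNB absorbance. Enzyme dispensed at 20 nM; compound exposure 15 min at room temperature before reaction start.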
HCV inhibitor: qHTS Assay for Inhibitors of Hepatitis C Virus (HCV); AID 651820, 2012; Huh7.5.1 HCVcc-Cre infection, luciferase reporter, 44 h; 340,000 compounds, 3.4% hits; Potency, µM (series often up to 41.8 µM), for inactives: at the highest dose activity change, negative = inhibition, hits mostly inhibitors
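Infectious HCV cell culture screen: compound-treated cells (1,000/well, pre-plated 4 h) are infected with HCVcc-Cre at roughly 0.5 moi and grown 44 h. Infection is quantified by luciferase signal after 15 min substrate incubation at room temperature.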
* hit, by the source's call; & = joins results of further samples; [ ] = remark or other dose. The call rests on the fitted dose curve; in most records, active means well fitted curve in the direction sought with a large enough effect; inconclusive means small, poorly fitted or top-dose-only effect, or another doubt; inactive means no such curve, though single readings can be large; an effect the other way counts as inactive or inconclusive. On the % scale 0 is the no-effect control and ±100 the full control effect; potency means the concentration at half of the fitted maximal effect.

Start of the data: the first 4 compounds as a preview:
`CCOC(=O)COc1ccc(Br)cc1/C=C1\SC(N)=NC1=O` gave Pf growth 96h -5%, LmPK inh 1%, Pf growth 48h inconclusive, Tb PYK inh -10%, Sm TGR block -17% and HCV inhibitor 12%.
Screening Cc1ccc2nc(N3C(=O)C(O)=C(C(=O)c4ccc(C)o4)C3c3cccc(O)c3)sc2c1 (configuration not stated) returned Pf growth 96h 5%, LmPK inh -1%, Pf growth 48h 126%[activator], Tb PYK inh -24%, Sm TGR block inconclusive and HCV inhibitor -15%.
Screening Cc1ccc(NC(=O)N2N=C(c3ccc(F)cc3)CC2c2ccc(F)cc2)cc1 (configuration not stated) returned Pf growth 96h 0%, LmPK inh 5%, Pf growth 48h inconclusive, Tb PYK inh -3%, Sm TGR block 25% and HCV inhibitor 15%.
Screening C/C(CCc1ccccc1)=N/NC(=O)C(=O)NCc1ccccc1 returned Pf growth 96h 61%[activator], LmPK inh 2%, Pf growth 48h 21%, Tb PYK inh -7% and HCV inhibitor 9%.

The whole of this part, previewed entries included:
`CCOC(=O)COc1ccc(Br)cc1/C=C1\SC(N)=NC1=O` gave Pf growth 96h -5%, LmPK inh 1%, Pf growth 48h inconclusive, Tb PYK inh -10%, Sm TGR block -17% and HCV inhibitor 12%.
Screening Cc1ccc2nc(N3C(=O)C(O)=C(C(=O)c4ccc(C)o4)C3c3cccc(O)c3)sc2c1 (configuration not stated) returned Pf growth 96h 5%, LmPK inh -1%, Pf growth 48h 126%[activator], Tb PYK inh -24%, Sm TGR block inconclusive and HCV inhibitor -15%.
Screening Cc1ccc(NC(=O)N2N=C(c3ccc(F)cc3)CC2c2ccc(F)cc2)cc1 (configuration not stated) returned Pf growth 96h 0%, LmPK inh 5%, Pf growth 48h inconclusive, Tb PYK inh -3%, Sm TGR block 25% and HCV inhibitor 15%.
Screening C/C(CCc1ccccc1)=N/NC(=O)C(=O)NCc1ccccc1 returned Pf growth 96h 61%[activator], LmPK inh 2%, Pf growth 48h 21%, Tb PYK inh -7% and HCV inhibitor 9%.
`Cc1ccc(-c2nnc(SCC(=O)O)n2N)cc1` gave Pf growth 96h 14%, LmPK inh 4%, Pf growth 48h 15%, Tb PYK inh 0%, Sm TGR block 0% and HCV inhibitor 1%.
O=C(NCc1ccccc1F)C1CCCN(S(=O)(=O)N2CCOCC2)C1 (configuration not stated) was read as Pf growth 96h -19%, LmPK inh -4%, Pf growth 48h 32%[activator], Tb PYK inh -1%, Sm TGR block -29% and HCV inhibitor 15%.
For COc1cccc(C2C(=O)c3ccccc3C2=O)c1 the results were Pf growth 96h 4%, LmPK inh -1%, Pf growth 48h -2%, Tb PYK inh 4%, Sm TGR block -24% and HCV inhibitor 17%.
CNC(=O)CSc1n[nH]c(-c2cc(Cl)ccc2OC)n1 was read as Pf growth 96h -12%, LmPK inh -16%, Pf growth 48h -18%, Tb PYK inh 1%, Sm TGR block -12% and HCV inhibitor -18%.
`Cn1c(CSc2nnc(SCc3ccccc3)s2)nc2ccccc21` gave Pf growth 96h -19%, LmPK inh 2%, Pf growth 48h 41%[activator], Tb PYK inh -2%, Sm TGR block 14% and HCV inhibitor -7%.
For COc1cc(C)c(S(=O)(=O)NCc2ccc3c(c2)OCO3)cc1C the results were Pf growth 96h -7%, LmPK inh 5%, Tb PYK inh 0%, Sm TGR block 7% and HCV inhibitor -5%.
`CCN(CC(=O)Nc1ccccc1OC)C(=O)CC1CC2CCC1C2` (configuration not stated) gave Pf growth 96h -22%, Pf growth 48h -19%, Tb PYK inh -8%, Sm TGR block -9% and HCV inhibitor 10%.
`Nc1nc(C23CC4CC(CC(C4)C2)C3)cs1` gave LmPK inh -1%, Pf growth 48h -9%, Tb PYK inh 3%, Sm TGR block 6% and HCV inhibitor 4%.
CC(C)CCNc1nc(N)c([N+](=O)[O-])c(N2CCCCCC2)n1 was read as Pf growth 96h 2.1µM*, LmPK inh 13%, Pf growth 48h 3.7µM*, Tb PYK inh 4%, Sm TGR block -2% and HCV inhibitor inconclusive.
For Nc1nc(CN2CCN(c3ccccc3)CC2)nc(Nc2ccc(Cl)cc2)n1 the results were Pf growth 96h 5%, LmPK inh 3%, Pf growth 48h inconclusive, Tb PYK inh 1%, Sm TGR block 3% and HCV inhibitor 13µM*.
For Cn1ncc(C#N)c1/N=C/N1CCCC1 the results were Pf growth 96h 18%, LmPK inh -2%, Tb PYK inh -2%, Sm TGR block -2% and HCV inhibitor 6%.
For COc1ccc(-c2c(NC(=O)c3ccco3)n(-c3ccc(C)cc3)nc(C)c2=O)cc1 the results were Pf growth 96h 0%, LmPK inh 0%, Pf growth 48h 35%[activator], Tb PYK inh 1%, Sm TGR block 3% and HCV inhibitor 15%.
O=C(c1ccco1)N1CCCC(c2nc3c(nnn3Cc3c(Cl)cccc3Cl)c(=O)[nH]2)C1 (configuration not stated) was read as Pf growth 96h -10%, LmPK inh 2%, Pf growth 48h inconclusive, Tb PYK inh 3%, Sm TGR block -30% and HCV inhibitor -27%.
`COc1ccc(F)cc1S(=O)(=O)N1CCC2(CC1)OCCN2S(=O)(=O)c1ccccc1` gave Pf growth 96h inconclusive, Pf growth 48h inconclusive, Tb PYK inh -2%, Sm TGR block -15% and HCV inhibitor 3%.
For CC1(C)CC(=O)N(c2cc(Cl)ccc2Cl)C(=O)C1 the results were Pf growth 96h 21%, LmPK inh -5%, Pf growth 48h -5%, Tb PYK inh -3%, Sm TGR block -1% and HCV inhibitor 7%.
`CCN(CC)C(=O)CSc1nc2ccccc2c(=O)n1OC` gave Pf growth 96h 13µM*, LmPK inh -4%, Pf growth 48h -23%, Tb PYK inh -3%, Sm TGR block -23% and HCV inhibitor 9%.
`O=C(CSc1nnc(Nc2ccccc2)s1)NN1C(=O)NC2(CCCCC2)C1=O` gave Pf growth 96h -10%, LmPK inh -4%, Pf growth 48h 13%, Tb PYK inh -3%, Sm TGR block -2% and HCV inhibitor 12%.
For COc1cccc(OC)c1C(=O)NC(=S)Nc1ccc2c(c1)Cc1ccccc1-2 the results were Pf growth 96h -15%, LmPK inh 1%, Tb PYK inh -9%, Sm TGR block 4% and HCV inhibitor 0%.
For CCc1c(O)nc(SCC(=O)Nc2nc3ccccc3s2)n(-c2ccc(C)cc2)c1=O the results were Pf growth 96h 136%[activator], LmPK inh 8%, Pf growth 48h 95%[activator], Tb PYK inh -1%, Sm TGR block -3% and HCV inhibitor 20%.
`CSc1ccccc1NC(=O)CSCc1nc2sc(C)c(C)c2c(=O)[nH]1` gave Pf growth 96h -2%, Pf growth 48h -25%, Tb PYK inh -1%, Sm TGR block -12% and HCV inhibitor -9%.
For COc1ccc(NC(=O)CSc2ccc(-c3cccs3)nn2)c(OC)c1 the results were Pf growth 96h inconclusive, LmPK inh 4%, Pf growth 48h inconclusive, Tb PYK inh 4%, Sm TGR block -11% and HCV inhibitor 0%.
`O=C(CCCN1C(=O)/C(=C/c2cccs2)SC1=S)Nc1ccccc1O` gave Pf growth 96h 22%, LmPK inh -3%, Pf growth 48h inconclusive, Tb PYK inh -7%, Sm TGR block 8% and HCV inhibitor inconclusive.
Screening CC(=O)c1cccc(NC(=O)C(C)OC(=O)Cc2n[nH]c(=O)c3ccccc23)c1 (configuration not stated) returned Pf growth 96h 13%, LmPK inh 1%, Pf growth 48h 0%, Tb PYK inh 1%, Sm TGR block 7% and HCV inhibitor 0%.
`CCCCOc1ccc(/C=N/NC(=S)Nc2cc(C)ccc2C)cc1` gave Pf growth 96h -24%, LmPK inh -1%, Sm TGR block -24% and HCV inhibitor 7%.
For CCCCn1c(=O)c(C(=O)Nc2nnc(C(C)C)s2)c(O)c2ccccc21 the results were Pf growth 96h 69%[activator], LmPK inh -3% and Pf growth 48h 12%.
`O=S(=O)(c1ccc2c(c1)OCCO2)N1CCN(c2nc(-c3cccnc3)nc3ccccc23)CC1` gave Pf growth 96h inconclusive, LmPK inh 2%, Pf growth 48h inconclusive and Sm TGR block 5%.
Screening COc1cc2nc(CN(C)Cc3nc4ccccc4c(=O)[nH]3)[nH]c(=O)c2cc1OC returned LmPK inh -2%, Pf growth 48h inconclusive, Tb PYK inh 4%, Sm TGR block -13% and HCV inhibitor 0%.
`COC(=O)c1cc(NC(=O)CN(c2ccc(OC)cc2)S(=O)(=O)c2ccc(F)cc2)ccc1Cl` gave Pf growth 96h -3%, LmPK inh 1%, Pf growth 48h inconclusive, Tb PYK inh -2%, Sm TGR block -12% and HCV inhibitor inconclusive.
`Cc1cc(C)c(C)c(S(=O)(=O)N2CCC(C(=O)Nc3ccc(S(=O)(=O)N4CCOCC4)cc3)CC2)c1C` gave Pf growth 96h inconclusive, LmPK inh 0%, Pf growth 48h inconclusive, Tb PYK inh -9%, Sm TGR block 1% and HCV inhibitor inconclusive.
COc1ccc(CC2(CO)CCN(Cc3cnn(-c4ccccc4OC)c3)CC2)cc1 was read as LmPK inh 4%, Pf growth 48h inconclusive, Tb PYK inh -1%, Sm TGR block -3% and HCV inhibitor -19%.
Screening Nc1ccc(/C=C/C(=O)c2ccco2)cc1 returned Pf growth 96h -9%, LmPK inh -22%, Pf growth 48h 41%[activator], Tb PYK inh -4%, Sm TGR block -25% and HCV inhibitor -3%.
Screening Fc1ccccc1-c1nnc2c3ccccc3nc(N3CCOCC3)n12 returned Pf growth 96h 16%, LmPK inh 3%, Pf growth 48h 2%, Tb PYK inh -2%, Sm TGR block 3% and HCV inhibitor -3%.
For CC1Cc2ccccc2N1C(=O)c1cnc2sccn2c1=O (configuration not stated) the results were Pf growth 96h inconclusive, LmPK inh 6%, Pf growth 48h 42%[activator], Tb PYK inh 4%, Sm TGR block -5% and HCV inhibitor 2%.
For Cc1ccc(S(=O)(=O)N(C)C)cc1NC(=O)COC(=O)CCC1CCCC1 the results were Pf growth 96h 26%, Pf growth 48h -8%, Tb PYK inh 2%, Sm TGR block 3% and HCV inhibitor 20%.
CN(C[C@H](Cc1ccccc1)N(C[C@H](Cc1ccccc1)N(CC1(c2ccccc2)CC1)N=O)N=O)N=O was read as Pf growth 96h 10µM*, LmPK inh -1%, Pf growth 48h inconclusive, Tb PYK inh 0%, Sm TGR block inconclusive and HCV inhibitor inconclusive.
For O=c1oc2ccccc2c(N2CCC(c3ccccc3)CC2)c1[N+](=O)[O-] the results were Pf growth 96h 0%, LmPK inh -10%, Pf growth 48h 16%, Tb PYK inh -3%, Sm TGR block -8% and HCV inhibitor 9%.
Cc1ccc(C)c(S(=O)(=O)Nc2ccc(O)c3ccccc23)c1 was read as Pf growth 96h inconclusive, LmPK inh inconclusive, Pf growth 48h inconclusive, Tb PYK inh -6%, Sm TGR block 22µM* and HCV inhibitor -20%.
`CCCC(=O)NC(NC(=S)Nc1c(C)n(C)n(-c2ccccc2)c1=O)C(Cl)(Cl)Cl` (configuration not stated) gave Pf growth 96h inconclusive, LmPK inh -2%, Pf growth 48h 13%, Tb PYK inh -9%, Sm TGR block -4% and HCV inhibitor 10%.
O=C(Nc1cccc(-n2cnnn2)c1)c1ccc(C(F)(F)F)cc1 was read as Pf growth 96h inconclusive, Pf growth 48h inconclusive, Tb PYK inh 0%, Sm TGR block 0% and HCV inhibitor inconclusive.
For CN1CCCCC1CCN1c2ccccc2Sc2ccc(S(C)=O)cc21 (configuration not stated) the results were Pf growth 96h 1.5µM*, LmPK inh -4%, Pf growth 48h inconclusive, Tb PYK inh 2%&0%, Sm TGR block inconclusive and HCV inhibitor inconclusive.
